uPA generation = cell surface uPA generation inhibition; cell surface uPA generation assay, qHTS; Potency, µM (doses to about 38.3 µM), inactives show top-dose activity change, negative = inhibition, most hits filed as inhibitors; hit rate 0.31% among 330,000; active = well fitted inhibition curve with a large enough effect; inconclusive = small, poorly fitted or top-dose-only effect; inactive = no such curve, though single readings can be large or run the other way; tested in mouse RAW 264.7 cells; also: % is scaled to controls: 0 for no effect and ±100 for the full control effect; nearly all actives have a fitted effect of over 55% in size
BRCA1 expr act = activators of BRCA1 expression. Potency, µM (highest dose often 46.1 µM), for the others: at the top dose activation, actives largely listed as activators. AID 624202. MCF7-BRCA1-FFLuc reporter, luminescence, 48 h; response scale: scaled: vehicle 0%, 10 µM genistein 100%. hit rate 1.1% among 380,000; active = well fitted activation curve with a large enough effect; inconclusive = small, poorly fitted or top-dose-only effect; inactive = no such curve, though single readings can be large or run the other way; also: nearly all actives have a fitted effect of over 80% in size; some results filed as inactive show a strong effect at the top dose
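Quantitative HTS in MCF7 cells stably reporting BRCA1 expression via firefly luciferase. Compound treatment lasts 48 h at 37 °C in phenol-red free MEM. Activation is expressed relative to genistein at 10 microM and DMSO.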
Starred values were filed as active, the others as inactive; u = inconclusive; [ ] = remark or other dose. Potency is read from the fitted curve at half-maximal effect. Some of the compounds tested; the hit share may differ from the screen's.

SMILES	uPA generation	BRCA1 expr act
COc1ccc(C(=O)c2c(-c3ccsc3)oc3ccc(-c4ccc(OC)cc4)cc23)cc1	5%	0%
COc1cc(C2C3=C(COC3=O)Oc3cc4c(cc32)OCO4)cc(OC)c1O (configuration not stated)	-9%	-75%
CCOC(=O)C1(C#N)Cc2ccccc2C1	0%	-2%
CC1CC(C)(C)CC2(C1)NC(=O)N(CC(=O)N1CCN(S(=O)(=O)c3ccc(F)c(F)c3F)CC1)C2=O (configuration not stated)	-10%	-13%
COc1ccc(C2=CSC3=NCCN23)cc1Br	-12%	-39%
CSC1=C(C#N)C2(CCCCC2)C(C(=O)Nc2ccccc2)=C(C)N1	9%	-30%
O=C(/C=C/c1ccc(Cl)c(Cl)c1)Nc1cccnc1	-3%	-6%
O=C(CSc1nc2ccccc2o1)Nc1nc2c(s1)CCCC2	u	-61%[inhibitor]
CC(=O)Oc1c(Cl)cc(N(C(C)=O)S(=O)(=O)c2ccccc2)c2ccccc12	u	-79%
NC(=O)c1ccsc1NC(=O)CN1CCN(S(=O)(=O)c2ccccc2C(F)(F)F)CC1	21%	-7%
Nc1ccc(-c2cnc3ccccc3n2)cc1	-6%	u
COc1ccc(C2/C(=C(/O)c3ccc(F)cc3)C(=O)C(=O)N2CCCN(C)C)cc1 (configuration not stated)	2%	-2%
CN(C)C(CNC(=O)c1cccc(S(=O)(=O)Nc2ccccc2Cl)c1)c1ccccc1 (configuration not stated)	-13%	-12%
COc1c(CC=C(C)C)cc(C2CC(=O)c3c(O)cc(O)cc3O2)c(CC=C(C)C)c1O (configuration not stated)	5%	-60%
COC(=O)/C=C/c1cc(F)ccc1S(=O)(=O)NC(C)(C)C	-17%	-12%
O=C(C=Cc1ccccc1Cl)c1ccccc1	-6%	7%
COc1ccc(-c2nc3c(c(SCC(=O)N4CCCC4)n2)COC(C)(C)C3)cc1	0%	3%
CC1CCC(O)(C(C(=O)O)c2ccccc2)CC1 (configuration not stated)	-1%	-2%
O=C(O)C1(Nc2ccc(Br)cc2)CCCC1	6%	-13%
COC(=O)/C=C/c1ccc2c(c1)S(=O)(=O)N(Cc1ccc(OC)cc1)[C@H]2CC(=O)OC	-11%	5%
O=[N+]([O-])c1cc(CS(=O)(=O)Oc2ccc(Cl)cc2)c(O)c([N+](=O)[O-])c1	32%[activator]	-12%
O=C(CSc1nc2scc(-c3cccs3)c2c(=O)n1CCc1ccccc1)N1CCCC1	10%	6%
O=C1NC(CCO)C(=O)NC1CCO (configuration not stated)	0%	-12%
Nc1ccc2c(c1)C(O)c1cccc(C(=O)O)c1-2 (configuration not stated)	9%	12%
OCCNc1nc(Nc2cc(Cl)ccc2OC2CCCC2)nc(N2CCCC2)n1	u	u

Additional entries.
SMILES	uPA generation	BRCA1 expr act
Nc1ccc(-c2nnn(Cc3ccccc3)n2)cc1	0%	67%
CC(=O)NC12CC3CC(C1)CC(C(=O)Nc1ccc(C)c(S(=O)(=O)N4CCCCCC4)c1)(C3)C2	-3%	-53%
CC(Cc1ccccc1)=NNS(=O)(=O)c1ccc([N+](=O)[O-])cc1	-2%	-8%
N#C/C(=C/C1=C(N2CCOCC2)C(=C/c2ccc(Cl)cc2)/CC1)C(=O)Nc1ccccc1F	2%	-12%
CC12CCC(=O)C=C1CCC1C2CCC2(C)C(c3csc(N)n3)CCC12 (configuration not stated)	-7%	-90%
COC(=O)CCCC1=CC2=CC(=O)C(C)(OC(=O)c3cccs3)C(=O)C2=CN1c1ccccc1 (configuration not stated)	13%	0%
COc1cccc(/C=N/Nc2ccc(S(=O)(=O)Nc3ccccc3C(=O)O)cc2[N+](=O)[O-])c1O	0%	0%
COc1cc(C2C3=C(COC3=O)Oc3cc4c(cc32)OCO4)cc(OC)c1OC(C)=O (configuration not stated)	-10%	u
COc1ccc(-c2cc(C(=O)N/N=C/c3cc(OC)c(OC)cc3OC)c3ccccc3n2)cc1	4%	-6%
CCCn1cnc2c(SCc3ccccc3)nc(N)nc21	-3%	u
OC(CCN1CCC2CCC(C2)C1)c1ccc(Br)cc1 (configuration not stated)	-6%	-19%
CCOC(=O)c1cc(-c2ccccc2)nn1CC1CC(c2cccc([N+](=O)[O-])c2)=NO1 (configuration not stated)	4%	3%
O=C(Cn1cc(COc2c(F)c(F)c(Br)c(F)c2F)nn1)c1ccc(O)cc1	3%	0%
CCCCN1CC(COCc2ccccc2)Oc2cccc(NCc3ccc(OC)cc3)c2S1(=O)=O (configuration not stated)	5%	-11%
O=C1C=CC(=Nc2ccc3c(c2)Cc2ccccc2-3)O1	-5%	u
CCC1(C2=CCCCC2)C(=O)NC(=S)N=C1N (configuration not stated)	-2%	-31%
N#Cc1c2c(c(Nc3ccc(F)cc3)n3c1nc1ccccc13)CCCC2	-4%	1%
NC(=S)NN=C1CCCCCCCCCC1	-8%	-32%
O=C(NC(Cc1ccccc1)C(=O)N1CCN(S(=O)(=O)c2ccccc2)CC1)c1ccccc1 (configuration not stated)	7%	-10%
O=C(CCSCCC(=O)NN=Cc1ccccc1)NN=Cc1ccccc1	-1%	0%
CCO[C@H]1OC(C(=O)NCc2ccccc2)=C[C@@H](C(C)(C)C)[C@@H]1CCCO	-2%	-20%
CC(=O)NC12CC3CC(C1)CC(C(=O)N1CCN(S(=O)(=O)c4ccc([N+](=O)[O-])cc4)CC1)(C3)C2	-4%	3%
Cc1ccc(NS(=O)(=O)c2ccc(OCC(=O)NCc3ccccn3)cc2)cc1	16%	-29%
CCOC(=O)/C=C/c1ccc2c(c1)S(=O)(=O)N(c1cccc(OC)c1)[C@H]2CC(=O)OCC	-4%	3%
CN(Cc1ccccc1)C(=O)c1ccc(NC(=O)Cc2ccc(NC(=O)C3CCN(S(=O)(=O)c4cccc([N+](=O)[O-])c4)CC3)cc2)cc1	0%	-17%

In the list so far, these contain a cyano group:
SMILES	uPA generation	BRCA1 expr act
CCOC(=O)C1(C#N)Cc2ccccc2C1	0%	-2%
CSC1=C(C#N)C2(CCCCC2)C(C(=O)Nc2ccccc2)=C(C)N1	9%	-30%
N#C/C(=C/C1=C(N2CCOCC2)C(=C/c2ccc(Cl)cc2)/CC1)C(=O)Nc1ccccc1F	2%	-12%
N#Cc1c2c(c(Nc3ccc(F)cc3)n3c1nc1ccccc13)CCCC2	-4%	1%

The listing picks up with the 2 entries that preceded the break.
SMILES	uPA generation	BRCA1 expr act
CCOC(=O)/C=C/c1ccc2c(c1)S(=O)(=O)N(c1cccc(OC)c1)[C@H]2CC(=O)OCC	-4%	3%
CN(Cc1ccccc1)C(=O)c1ccc(NC(=O)Cc2ccc(NC(=O)C3CCN(S(=O)(=O)c4cccc([N+](=O)[O-])c4)CC3)cc2)cc1	0%	-17%
c1ccc(CN2CCOCC2)nc1	2%	0%
C=C(C)CSc1nnc2[nH]c(=O)cc(N)n12	0%	1%
COc1ccc(C(=O)Nc2ccc(S(=O)(=O)N3CCOCC3)cc2)cc1	-2%	0%
c1ccc(CN(CCN2CCOCC2)Cc2ccccc2)cc1	-6%	10%
Nc1cccnc1Sc1ccccc1	-1%	0%
Cc1nc2ccccc2nc1-c1ccc([N+](=O)[O-])cc1	-1%	28%
COc1ccc(NS(=O)(=O)c2cccc3ccccc23)cc1	-2%	-67%
O=[N+]([O-])c1ccc(S(=O)(=O)NN=Cc2ccc(Cl)c(Cl)c2)cc1	2%	-26%
COc1ccc(/C=C2\SC(=S)N(CCCC(=O)N3CCN(C)CC3)C2=O)cc1OC	-3%	3%
Cc1onc(-c2ccccc2Cl)c1C(=O)N[C@@H](C)c1ccccc1	-5%	-1%
O=C(/C=C/c1cccs1)c1ccco1	0%	21%
Cc1ccc(C(C)NC(=O)c2cccs2)cc1C (configuration not stated)	0%	-8%
O=[N+]([O-])c1ccccc1N=Nc1ccc(O)cc1O	-1%	37%
COc1cc(OC)c(N(C)C(=O)c2cc3c(s2)-c2ccccc2S(=O)(=O)C3)cc1Cl	5%	-38%
CN1CCN(C(=O)c2cnn(-c3ccccc3)c2NC(=O)c2ccc(Br)cc2)CC1	3%	-13%
COc1cc2nc(-c3cccs3)oc(=O)c2cc1OC	6%	-4%
NS(=O)(=O)c1cnccc1Nc1cccc(Br)c1	-4%	1%
CCCCOC(=O)NC1CCc2cc(OC)c(OC)c(OC)c2-c2ccc(SC)c(=O)cc21 (configuration not stated)	-10%	u
CC(=O)OCC(=O)C1(O)CCC2C3CCC4=CC(=O)C=CC4(C)C3C(=O)CC21C (configuration not stated)	2%	-10%
Oc1ccc(C=NNC(=S)Nc2cccnc2)nc1	-10%	-68%
O=C(COc1ccc(C(=O)c2ccccc2)cc1)Nc1ncccc1O	-12%	0%
COc1ccc(C(=O)C=Cc2cccs2)c(O)c1	-4%	u
COc1ccc2c(c1)CCC1C2CCC2(C)C(O)C(=O)CC12 (configuration not stated)	1%	5%
O=C(NCc1nc2ccccc2[nH]1)C1=C[C@H](C2CCCCC2)C[C@H](OCCCCO)O1	-4%	-11%
c1cnc2nc3c4ccccc4c4ccccc4c3nc2c1	-14%	-56%

Going on with the list.
SMILES	uPA generation	BRCA1 expr act
NN=C(c1ccccc1)c1ccccc1	2%	-9%
Cc1cccc(NC(=O)c2cccc(S(=O)(=O)Nc3c(C)n(C)n(-c4ccccc4)c3=O)c2)c1	-3%	-22%
COc1ccccc1N1C(=O)C(=O)N(C)C1=O	-3%	0%
NC(=O)C1(Nc2ccc(-c3ccccc3)cc2)CCCC1	-3%	72%
O=[N+]([O-])c1cc([N+](=O)[O-])c(Oc2cccc3ccccc23)cc1NN1CCCCC1	9%	0%
O=C(NCc1ccc2c(c1)OCO2)C(=O)NCC1OCCN1S(=O)(=O)c1ccccc1 (configuration not stated)	2%	1%
CC1(C)OC2OC3C(CNCCO)OC(c4ccccc4)OC3C2O1 (configuration not stated)	4%	-12%
Cc1cc(C)cc(SCc2noc(C(=O)NCCC(C)C)c2C(=O)NCCC(C)C)c1	9%	-25%
NC(=O)c1ccccc1N	0%	9%
O=C(O)C(Cc1ccc(O)cc1)N1C(=O)c2c(Cl)c(Cl)c(Cl)c(Cl)c2C1=O (configuration not stated)	1%	-13%
COC(=O)CCCCCN1C(=O)NC(C2CC2)C(C(=O)OCc2ccccc2)=C1C (configuration not stated)	-10%	-3%
CC(C)(C)CC(C)(C)n1nnnc1N	1%	-1%
CC(C)(C)OC(=O)N1CCCC(C(=O)Nc2ccc(C(=O)NCCc3ccccc3)cc2)C1 (configuration not stated)	-13%	72%
CCc1ccc(N(C(=O)c2ccco2)C(C(=O)NC2CCCC2)c2ccco2)cc1 (configuration not stated)	6%	-39%
Cc1ccc(CNC(=O)C(=O)NCC2OCCN2S(=O)(=O)c2ccc(Cl)cc2)cc1 (configuration not stated)	-2%	-44%
O=C1C(Br)=C(c2ccccc2)C(c2ccccc2)=C1c1ccccc1	-3%	1%
Cc1ccc(C(=O)N/N=C/c2cccc3ccccc23)cn1	-3%	39%
O=C(COC(=O)c1n[nH]c(=O)c2ccccc12)Nc1cccc(S(=O)(=O)N2CCOCC2)c1	8%	3%
COc1ccccc1-c1cccc([C@@H]2C[C@H]3[C@H](CON3C)CN2C(=O)CCc2ccccc2)c1	-6%	-20%
CCOC(=O)CCN(C(=S)Nc1ccccc1)C1CCCCC1	-1%	-5%
C[C@H](CO)N1C[C@H](C)[C@@H](CN(C)C(=O)NC2CCCCC2)Oc2ccc(NC(=O)C3CC3)cc2C1=O	5%	-7%
Nc1ccc(Sc2ccccc2Cl)nc1	-3%	-4%
Cc1cc(C)n(-c2cc(N3CCN(C(=O)c4ccccc4C)CC3)ccc2[N+](=O)[O-])n1	-2%	-14%
CC[C@]12C(=O)N(C)C[C@H]([C@@H]3C(=O)N(C)C(=O)[C@@H]31)N2C(=O)c1ccc(Br)cc1	1%	1%
Cn1c(=O)c2c(nc3n2CC(O)CN3c2ccccc2)n(C)c1=O (configuration not stated)	4%	1%
C=CCNC(=O)c1ccc2c3n(nc2c1)-c1ccc(Cl)cc1CO3	5µM*	u
C=CCOC(=O)C1=C[C@@H](c2ccc(C(F)(F)F)cc2)C[C@@H](OCCCCO)O1	5%	6%
CCOC(=O)C[C@H]1c2ccccc2S(=O)(=O)N1Cc1cc(OC)c(OC)c(OC)c1	-4%	-2%

Single records, from the list above.
`COC(=O)/C=C/c1cc(F)ccc1S(=O)(=O)NC(C)(C)C` as listed: uPA generation: -17%; BRCA1 expr act: -12%
`CCCCN1CC(COCc2ccccc2)Oc2cccc(NCc3ccc(OC)cc3)c2S1(=O)=O` (configuration not stated) as listed: uPA generation: 5%; BRCA1 expr act: -11%
`CCc1ccc(N(C(=O)c2ccco2)C(C(=O)NC2CCCC2)c2ccco2)cc1` (configuration not stated) as listed: uPA generation: 6%; BRCA1 expr act: -39%

Sorted by SMILES length (ascending): part of the list above.
SMILES	uPA generation	BRCA1 expr act
NN=C(c1ccccc1)c1ccccc1	2%	-9%
Cc1ccc(C(=O)N/N=C/c2cccc3ccccc23)cn1	-3%	39%
CC1(C)OC2OC3C(CNCCO)OC(c4ccccc4)OC3C2O1 (configuration not stated)	4%	-12%
Cc1ccc(CNC(=O)C(=O)NCC2OCCN2S(=O)(=O)c2ccc(Cl)cc2)cc1 (configuration not stated)	-2%	-44%
O=C(O)C(Cc1ccc(O)cc1)N1C(=O)c2c(Cl)c(Cl)c(Cl)c(Cl)c2C1=O (configuration not stated)	1%	-13%
Cc1cc(C)n(-c2cc(N3CCN(C(=O)c4ccccc4C)CC3)ccc2[N+](=O)[O-])n1	-2%	-14%

Source: PubChem
